Source: PubChem (The Scripps Research Institute Molecular Screening Center)
mABHD4 FP: inhibits mouse alpha/beta hydrolase domain 4 | Q8VD66 | purified mABHD4, FP-Rh probe fluorescence polarization | inhibition, % at 8.92 µM | hit rate 0.54% among 370,000 | AID 720543;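 active = inhibition exceeding the mean over every tested compound plus 3 SD, cut at about 30% in these data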;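 note: 0% = plate median of compound wells and 100% = S159A mutant with DMSO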
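Test system: mABHD4 protein; Read-out basis: % inhibition; Incubation: 45 min + 60 min at 25 °C; Repeats: single replicate; Technique: fluorescence polarization with parallel and perpendicular emission, 525/598 nm; Compound: 8.92 µM, single dose; Benchmarks: full inhibition S159A mutant plus DMSO, zero as sample-well median.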
UHRF1 binding: UHRF1 methyl-DNA binding inhibition; Q96T88; UHRF1 binding to methylated oligo, TR-FRET; inhibition, % at 4.4 µM; hit rate 0.75% among 370,000; in the data active = inhibition above about 21%;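 note: UHRF1 SRA domain binding a hemimethylated CpG hairpin DNA probe; 0% = median of test compound wells and 100% = reference inhibitor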
PG9 binder: PG9 antibody binding by small molecule; TR-FRET gp120-PG9 antibody binding; inhibition, % at 6.7 µM; hit rate 0.43% among 360,000; in the data active = inhibition above about 8.5%
PRMT1 FP inh: PRMT1 (human) inhibition, primary screen | recombinant PRMT1, activity-based probe fluorescence polarization | Q99873 | AID 652257 | hit rate 1.3% among 370,000 | inhibition, % at 2.79 µM;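 active = inhibition above about 21% made by adding two undisclosed values, limit read from the data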
DDE Tn7 FP inh: DD(E)-Tn7 binding inhibition, primary FP screen; P02675; FP displacement of FITC-Tn7 peptide from fibrin DD(E); 0% = median of compound wells per plate; inhibition, % at 8.3 µM; hit rate 0.13% among 370,000; AID 720508;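 active = inhibition above the mean of compounds falling within the control limits plus 3 SD of them, cut at about 14% in these data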;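 note: 0% = plate median of compound wells and 100% = 10 µM Aha-Tn7 peptide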
Target sequence (P02675 whole entry, looked up): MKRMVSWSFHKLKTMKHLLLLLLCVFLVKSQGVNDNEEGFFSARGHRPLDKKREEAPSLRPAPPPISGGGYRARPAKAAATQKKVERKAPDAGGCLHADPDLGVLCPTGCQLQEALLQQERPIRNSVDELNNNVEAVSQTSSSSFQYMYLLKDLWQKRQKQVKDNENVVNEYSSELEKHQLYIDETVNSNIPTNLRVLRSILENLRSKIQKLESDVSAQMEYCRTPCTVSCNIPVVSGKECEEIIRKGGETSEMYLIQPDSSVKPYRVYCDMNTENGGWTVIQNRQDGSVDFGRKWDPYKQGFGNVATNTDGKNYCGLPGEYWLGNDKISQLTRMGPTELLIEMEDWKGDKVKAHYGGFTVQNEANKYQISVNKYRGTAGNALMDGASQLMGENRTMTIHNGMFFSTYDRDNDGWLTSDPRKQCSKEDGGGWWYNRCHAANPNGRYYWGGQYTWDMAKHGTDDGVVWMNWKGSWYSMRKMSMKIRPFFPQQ
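assay system = human clot-derived fibrin DD(E) complex | quantity = Fibrin-DD(E) at 2 µM final | timing = 10 min preincubation, 3 h with tracer, room temperature | signal = fluorescence polarization | measure = percent inhibition | benchmarks = high control wells with 10 µM unlabelled Aha-Tn7 peptide (full inhibition) | replicates = singlicate testing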
SIAE primary: inhibitors of human sialic acid acetylesterase SIAE | inhibition, % at 9.66 µM | hit rate 0.69% among 370,000 | SIAE FP-Rh probe binding, fluorescence polarization;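 active = inhibition above a cutoff: mean of compounds within the control limits plus 3 SD of those, cut at about 17% in these data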;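 note: 0% = plate median of compound wells and 100% = probe without SIAE protein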
TCR CD3 inh: human TCR-CD3 binding inhibition; TAMRA-labeled TCR probe fluorescence, biochemical; inhibition, % at 9.4 µM; hit rate 0.37% among 360,000; in the data active = inhibition above about 19%;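 note: recombinant mutant TCR 2C K166C tagged with TAMRA read by polarization; 0% = receptor in buffer alone and 100% = receptor with positive control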
TDP2 inh: blocks human TDP2 phosphodiesterase activity | O95551 | recombinant TDP2, T5PNP hydrolysis, p-nitrophenol absorbance 415 nm | inhibition, % at 12.8 µM | hit rate 0.34% among 370,000;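 active = inhibition above the mean of all tested compounds plus 3 SD, set per campaign, cut at about 25% in these data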;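 note: 0% = DMSO with enzyme and 100% = buffer with substrate but no TDP2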
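Assay system: Recombinant human TDP2 | Quantity: 120 nM TDP2 per well | Incubation: 2 h at 37 °C | Signal: Epi absorbance | Evaluation: Percent inhibition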
LEDGF integ inh: blocks HIV-1 LEDGF/p75-dependent DNA integration; hit rate 0.64% among 370,000; inhibition, % at 3.7 µM; TR-FRET IN-LEDGF/p75 DNA integration, Eu/Cy5;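 active = inhibition above the screen-wide mean plus 3 SD, cut at about 13% in these data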;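 note: signal is the Cy5 over europium emission ratio at 671 and 618 nm; 0% = plate median of compound wells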
HTRA1 inhibitor: blocks human HTRA1 serine peptidase; hit rate 0.5% among 340,000; Q92743; AID 504803; recombinant HTRA1, FP-rhodamine activity-based probe, fluorescence polarization; inhibition, % at 5.96 µM; in the data active = inhibition above about 36%;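 note: 0% = enzyme with DMSO and 100% = wells lacking enzyme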
Target sequence (Q92743 whole entry, looked up): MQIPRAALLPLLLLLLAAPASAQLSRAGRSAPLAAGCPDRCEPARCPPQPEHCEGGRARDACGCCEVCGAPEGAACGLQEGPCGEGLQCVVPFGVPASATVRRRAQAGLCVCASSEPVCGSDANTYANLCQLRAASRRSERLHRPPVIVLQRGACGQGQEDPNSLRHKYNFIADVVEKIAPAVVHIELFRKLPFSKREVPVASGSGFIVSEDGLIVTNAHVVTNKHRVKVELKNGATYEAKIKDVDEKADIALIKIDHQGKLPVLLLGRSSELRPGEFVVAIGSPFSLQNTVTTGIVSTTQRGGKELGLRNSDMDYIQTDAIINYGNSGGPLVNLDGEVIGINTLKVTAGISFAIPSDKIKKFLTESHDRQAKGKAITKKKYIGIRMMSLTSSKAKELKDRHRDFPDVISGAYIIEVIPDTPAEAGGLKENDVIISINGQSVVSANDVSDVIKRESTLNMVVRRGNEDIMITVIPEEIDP
Active calls of the source: *; nt = no result given. No enrichment for hits (roughly 4.2% active in at least one column).

#	LEDGF integ inh	PG9 binder	PRMT1 FP inh	DDE Tn7 FP inh	UHRF1 binding	TCR CD3 inh	TDP2 inh	SIAE primary	HTRA1 inhibitor	mABHD4 FP	Molecule
1	-4	0.5	-2	0	3	-2	9	3	-6	-1	CSc1ccccc1NC(=O)CN(C)C(C)C(=O)NC(=O)NC1CCCCC1 (centres undefined)
2	-1	1.3	10	0	6	-3	-10	7	7	-18	Nc1c(N(Cc2ccco2)C(=O)COc2ccccc2Cl)c(=O)[nH]c(=O)n1Cc1ccccc1
3	1	1.2	-3	0	-2	-2	1	-1	3	-3	Cc1ccc(N(CC(=O)NC2CCCCC2)C(=O)c2ccc(C)s2)cc1
4	1	-0.5	-4	-1	18	1	8	-2	0	-1	CC1CCCN(C(=O)CCNS(=O)(=O)c2ccc3c(c2)oc(=O)n3C)C1 (centres undefined)
5	-5	-1.5	8	0	2	3	-7	-6	nt	1	CNC(=S)N(Cc1ccc(OC)cc1)C1CC(=O)N(c2ccc(C(=O)OC)cc2)C1=O (centres undefined)
6	4	1.6	-1	-6	0	-3	5	1	0	-6	Nc1nonc1-n1nncc1-c1ccccc1
7	-1	0.5	-3	0	2	3	0	2	9	2	C[C@H](NC(=O)Cc1cccc2ccccc12)C(=O)N1CCOCC1
8	3	-0.2	-2	-2	-1	6	8	3	-9	-3	COc1ccc(-c2nc(SC(CC(=O)NCc3ccccc3)c3ccc(OC)c(OC)c3)n[nH]2)cc1 (centres undefined)
9	-3	1.1	6	1	0	0	-11	1	-6	-1	Cc1cc(OCC(=O)N2CCN(c3ccccn3)CC2)c(C)cc1Br
10	0	-1.4	-1	4	-1	1	5	1	-7	0	CCOC(=O)C1(C)C=C(Nc2ccc(C)cc2)C(=O)N1c1ccc(C)cc1 (centres undefined)
11	2	-3.0	0	-3	4	-4	-5	-3	2	0	COc1ccccc1C(C#N)c1cccc(Cl)n1 (centres undefined)
12	1	-0.1	2	3	19	-9	16	-4	-1	-1	CC12CCC(C(N)=O)(c3nc4ccccc4nc31)C2(C)C (centres undefined)
13	2	nt	0	0	6	nt	4	1	nt	3	COC(=O)[C@]1(CNS(=O)(=O)C2CC2)CC(=O)N(C)[C@@H]1c1ccccc1
14	5	0.6	-2	-8	6	-8	6	-1	6	-2	COc1ccc(C(=O)NCC2CCCO2)cc1OC (centres undefined)
15	0	-1.0	0	-4	0	-5	7	4	-2	3	C[C@@H]1COC(=O)[C@H](CC(=O)OC(C)(C)C)C/C=C\C[C@H](CC(=O)NCCO)C(=O)N1
16	4	-1.7	-1	-3	3	-7	-11	2	-33	-8	Cc1cc(C)c2cc(C(=O)Nc3ccccc3)[nH]c2c1
17	-4	0.8	2	3	3	-2	9	-4	-1	0	O=C(O)C1C2C=CC(C2)C1C(=O)OCC1CCCO1 (centres undefined)
18	3	-0.3	-2	-2	-4	2	10	-1	-5	2	C=CCNC(=S)N1CCC(C(=O)c2ccc(OC)cc2)CC1
19	3	-1.1	-3	8	-3	3	-11	0	9	4	Cc1ccc(-n2nc3c(c2NC(=O)c2ccco2)CS(=O)(=O)C3)cc1C
20	5	0.1	-1	9	-1	-4	12	1	nt	1	CC1(C(=O)NS(=O)(=O)c2ccc(Cl)s2)CCN1C(=O)C1(c2ccccc2)CCCC1 (centres undefined)
21	7	-0.4	-4	-9	4	1	-14	-5	-1	1	CCSc1nc2sc3c(c2c(=O)[nH]1)CC(C)(CC)OC3 (centres undefined)
22	2	nt	5	2	1	nt	9	2	nt	3	COc1nc(OC)nc(N2CCC(C(=O)N(C)Cc3ccco3)CC2)n1
23	3	-0.9	-9	-8	1	1	-9	1	-35	-11	Cc1ccc(OCc2ccc(C(=O)NN)o2)c([N+](=O)[O-])c1
24	2	-1.7	35*	-1	-2	9	-6	0	-3	-3	Cc1ccc(C)c(S(=O)(=O)Nc2ccc3scnc3c2)c1

Complete entries, looked up by structure. Screens in order: LEDGF integ inh	PG9 binder	PRMT1 FP inh	DDE Tn7 FP inh	UHRF1 binding	TCR CD3 inh	TDP2 inh	SIAE primary	HTRA1 inhibitor	mABHD4 FP
CCSc1nc2sc3c(c2c(=O)[nH]1)CC(C)(CC)OC3 (centres undefined) is entered as 7	-0.4	-4	-9	4	1	-14	-5	-1	1
Cc1cc(C)c2cc(C(=O)Nc3ccccc3)[nH]c2c1 is entered as 4	-1.7	-1	-3	3	-7	-11	2	-33	-8
C[C@@H]1COC(=O)[C@H](CC(=O)OC(C)(C)C)C/C=C\C[C@H](CC(=O)NCCO)C(=O)N1 is entered as 0	-1.0	0	-4	0	-5	7	4	-2	3

Next compounds:
#	LEDGF integ inh	PG9 binder	PRMT1 FP inh	DDE Tn7 FP inh	UHRF1 binding	TCR CD3 inh	TDP2 inh	SIAE primary	HTRA1 inhibitor	mABHD4 FP	Molecule
25	0	-5.0	-4	-14	0	-1	6	6	8	7	CN(C)CCCN(C(=O)c1ccc([N+](=O)[O-])s1)c1nc2cc3c(cc2s1)OCCO3
26	-2	-0.5	-3	0	0	7	3	1	-2	3	CCCCCC/C(C=O)=C\c1ccccc1
27	-6	-1.4	3	6	1	-4	-5	-7	-16	-6	COc1ccc(C(=O)NC(=S)Nc2ccccc2N2CCN(S(C)(=O)=O)CC2)cc1OC
28	0	-2.3	-3	-3	2	7	-17	-3	-6	-4	COc1cccc(CN2CC(C(=O)NCc3ccc(Cl)s3)CCC2=O)c1 (centres undefined)
29	-3	0.7	4	4	2	-6	3	-6	-9	3	O=C(O)/C=C/C(=O)N1CCN(S(=O)(=O)c2cccc(C(F)(F)F)c2)CC1
30	1	-0.3	15	0	-2	4	-2	1	0	1	CCOC(=O)C1CCCN(C2CC(=O)N(c3ccc(N4C(=O)CC(N5CCCC(C(=O)OCC)C5)C4=O)cc3)C2=O)C1 (centres undefined)
31	2	1.8	1	-5	1	4	5	0	0	5	COCCCN(C(=O)Nc1ccccc1)C(C)c1ccncc1 (centres undefined)
32	3	0.2	-1	3	-1	3	-3	-8	0	2	CCOC(=O)Nc1cccc(Cl)c1C
33	1	-3.1	-1	-4	2	-4	-3	0	-13	-15	CN(c1ccccc1)c1nc(N)c([N+](=O)[O-])c(NCc2ccco2)n1
34	-1	-1.1	-1	5	0	3	-4	-1	0	-1	Cc1ccc(NC(=O)C2CCCN2S(=O)(=O)c2ccc3c(c2)n(C)c(=O)c(=O)n3C)cc1C (centres undefined)
35	0	-1.4	1	6	-2	0	-12	1	-2	-1	COc1ccccc1OCCNC(=O)CCNC(=O)c1ccccc1Cl
36	-1	-1.9	2	1	5	2	-1	3	5	-2	O=C1Nc2ccc(S(=O)(=O)N3CCCC3)c3ccc(S(=O)(=O)N4CCCC4)c1c23
37	-2	-1.7	-4	-7	-3	-3	8	10	-1	1	CCN(c1ccccc1)S(=O)(=O)c1ccc(C(=O)Nc2c(C)n(C)n(-c3ccccc3)c2=O)cc1
38	-1	0.6	-1	-1	1	-1	4	-1	3	0	NC(=O)CC[C@H](NC(=O)c1ccc(F)cc1)C(=O)N1CCN(Cc2ccc3c(c2)OCO3)CC1
39	-7	1.6	8	2	4	-1	-8	-2	-2	0	CCOC(=O)CSc1nc(-c2ccc3c(c2)OCO3)ccc1C#N
40	0	-0.4	-2	0	-1	0	-8	-6	1	2	NC(=O)[C@@H]1CCCNc2c(F)cc([N+](=O)[O-])cc2C(=O)N[C@@H](CCC(=O)O)C(=O)N[C@@H](CO)C(=O)N1
41	2	0.2	6	-2	-1	-2	-5	-3	-2	3	CC1=C(C(=O)OCCC(C)C)C(c2ccc3c(c2)OCO3)NC(=O)N1 (centres undefined)
42	4	0.8	-2	1	-1	-6	3	4	-2	-4	N#CCC(=O)N/N=C/c1c(-c2ccccc2)n(-c2ccccc2)c2ccccc12
43	3	1.6	-3	-6	-1	3	-7	2	2	-2	C/C(=N\OC(=O)c1ccc(Cl)cc1)c1nccs1
44	-1	1.3	0	2	1	0	3	11	8	5	COc1ccc2nc(Nc3nc(-c4ccncc4)cs3)sc2c1
45	0	2.0	1	-3	-2	4	-6	5	2	-1	CN1CCN(C(=O)c2cc3c(ccc4ccccc43)oc2=O)CC1
46	6	-1.2	1	2	3	8	16	6	-12	7	CC(C)(C)NC(=O)c1cc(-c2ccc3c(c2)OCO3)nc2ccccc12
47	-2	nt	2	4	15	nt	-1	5	nt	-1	COC(=O)C1CN(Cc2ccc(OC)cc2)CCS(=O)(=O)N1Cc1cn(Cc2ccc(F)cc2)nn1 (centres undefined)
48	1	-1.6	-4	-6	2	-1	-11	-4	1	0	CSCC[C@H](NC(=O)N1C[C@H]2C[C@@H](C1)c1cccc(=O)n1C2)C(=O)Nc1ccc(NC(C)=O)cc1
49	1	-0.8	1	2	-1	3	-4	-3	nt	2	Cc1cccc(C)c1NC(=O)C(CCc1ccccc1)N1CCN(CCN(C)C)CC1 (centres undefined)
50	-1	-0.2	-3	5	-2	-1	3	5	-9	7	CN(C)CCC(=O)N1c2ccccc2Sc2ccc(C(F)(F)F)cc21
51	1	0.6	1	4	2	6	-2	-2	-3	-4	CCc1ccccc1NC(=O)CC(c1ccc(OC)cc1)n1cccc1 (centres undefined)
52	-6	-18	2	-1	-18	-3	-17	1	3	5	CCOc1ccc(N=Nc2c(N)[nH][nH]c2=O)cc1
53	2	1.5	0	1	0	-1	-1	-3	2	3	CCOC(=O)c1c(C(F)(F)F)nc2ncccn12
54	-4	-1.3	4	1	1	1	4	-47	-41	-63	Oc1ccccc1C1SC(c2ccccc2O)SC(c2ccccc2O)S1 (centres undefined)
55	1	-1.2	-2	4	-2	2	1	12	-7	6	CCOC(=O)C1=C(CC)OC(N)=C(C#N)C1c1ccc(F)cc1F (centres undefined)
56	-3	-2.3	2	3	-1	-3	-5	-6	nt	10	Cc1ccccc1C(=O)N[C@@H](Cc1cccnc1)C(=O)N1CCC[C@H]1C(=O)NC1CCCC1
57	0	-0.6	-2	6	0	1	-3	-1	0	2	Cc1ccnc(N2CCC(C(=O)NNC(=O)c3ccccc3C)CC2)n1
58	3	1.4	0	5	-2	-7	3	1	-18	-9	COc1ccc(/C=N/OCC(=O)Nc2nc3ccccc3s2)cc1OC
59	1	-0.7	2	-8	1	15	2	-6	3	2	COc1ccc(CNC(=O)COC(=O)CO/N=C(\C)c2ccc3c(c2)OCO3)cc1
60	4	-2.6	0	-14	-1	2	10	-6	-2	-2	CC(C)(C)C(=O)Oc1cccc(Nc2ncnc3ccccc23)c1
61	2	0.9	-5	-3	6	-3	-8	-9	-11	-25	COc1ccc(C(=O)N/C(=C\c2cccc3ccccc23)C(=O)NCCc2c[nH]c3ccccc23)cc1OC
62	1	1.2	-1	-1	-2	4	11	3	-11	-6	Cc1ccc(S(=O)(=O)NCC(=O)OC(C(=O)c2ccccc2)c2ccccc2)cc1 (centres undefined)
63	2	-1.9	-3	2	-1	4	11	5	-8	-2	CN(C)/C=N/C(=S)Nc1ccccc1
64	-1	-0.3	14	-3	2	-8	-4	1	-8	3	Cc1cc(C(=O)CSc2nc(N)cc(N)n2)c(C)n1-c1cccc(F)c1
65	1	0.3	-1	-6	-2	-4	6	2	4	-2	CC1Sc2ccc(S(=O)(=O)CCC(=O)N(C)Cc3ccccc3)cc2NC1=O (centres undefined)
